hgDAF-12 ag: H. glycines DAF-12 receptor agonists, primary screen, cell-based, luminescence, HEK293, GAL4 fusion, UAS-luciferase; Nuclear hormone receptor DAF-12 (Heterodera glycines), GAL4 fusion; HEK293 GAL4-hgDAF12 UAS-luciferase reporter, agonist luminescence; normalized to butyrate control; activation, % at 6.8 µM; 1.8% of 370,000 active;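 active = activation above a cutoff set at the mean of all screened compounds plus 3 SD, cut at about 10% in these data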;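 note: 0% = DMSO wells and 100% = sodium butyrate wells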
DAX1 inh-1: DAX1 (NR0B1) inhibitors, primary screen, cell-based, HEK293, Gal4-DAX1, luciferase luminescence. HEK293 Gal4-DAX1 luciferase reporter. AID 504766, 2011. 0.99% of 340,000 active. inhibition, % at 6.75 µM;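 active = inhibition above the mean over all tested compounds plus 3 SD, cut at about 4.2% in these data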;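 note: 0% = DAX1-transfected cells with DMSO and 100% = empty-vector control cells with DMSO; inhibition shows as a rise in luminescence from relieved DAX1 repression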
MBD2 inh: inhibitors of MBD2 binding to methylated DNA, primary screen, biochemical, TR-FRET, DNA-binding domain, human; MBD2 binding to methylated oligonucleotide; 0.31% of 370,000 active; Methyl-CpG-binding domain protein 2 (Homo sapiens), Q9UBB5; inhibition, % at 4.4 µM; AID 686964, 2013; in the data active = inhibition above about 13%
ADAM17 inh: ADAM17 inhibitors, primary screen, biochemical, QFRET. recombinant ADAM17, EDANS/DABCYL FRET peptide cleavage. Disintegrin and metalloproteinase domain-containing protein 17 (Homo sapiens), P78536. inhibition, % at 6.95 µM. 0.83% of 370,000 active;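 active = inhibition above the mean of compounds lying between control limits plus 3 SD, set per campaign, cut at about 8.5% in these data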;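 note: 0% = DMSO-only wells as the low control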
DAX1 inh-2: DAX1 (NR0B1) inhibitors on StAR promoter, primary screen, cell-based, luminescence, SF-1 (NR5A1), full-length DAX-1; HEK293T StAR-luciferase reporter, SF-1/DAX-1 repression relief; inhibition, % at 6.8 µM; 1.1% of 370,000 active; AID 652010, 2013;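 active = inhibition above the mean over all tested compounds plus 3 SD, cut at about 3.6% in these data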;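 note: 0% = DAX-1 cells with DMSO and 100% = cells lacking DAX-1 with DMSO; higher inhibition means more luminescence from relief of DAX-1 repression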
SMARCA2 act: SMARCA2 (BRM) function activators, primary screen, cell-based, luminescence, high throughput. AID 652017, 2013. 1% of 370,000 active. activation, % at 9.1 µM. MG213 cells, MMTV-luciferase reporter, dexamethasone, overnight; in the data active = activation above about 7.8%;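 note: 0% = vehicle wells and 100% = reference activator wells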
PLCb3 inh: human PLC-beta3 inhibitors, primary screen, biochemical, fluorescence; 1-phosphatidylinositol 4,5-bisphosphate phosphodiesterase beta-3 (Homo sapiens), Q01970; Purified PLC-beta3, fluorogenic substrate; inhibition, % at 12.2 µM; 0.18% of 370,000 active; in the data active = inhibition above about 11%;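 note: 0% = median of compound wells on plate and 100% = full blocker control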
Target sequence (Q01970 whole entry, looked up): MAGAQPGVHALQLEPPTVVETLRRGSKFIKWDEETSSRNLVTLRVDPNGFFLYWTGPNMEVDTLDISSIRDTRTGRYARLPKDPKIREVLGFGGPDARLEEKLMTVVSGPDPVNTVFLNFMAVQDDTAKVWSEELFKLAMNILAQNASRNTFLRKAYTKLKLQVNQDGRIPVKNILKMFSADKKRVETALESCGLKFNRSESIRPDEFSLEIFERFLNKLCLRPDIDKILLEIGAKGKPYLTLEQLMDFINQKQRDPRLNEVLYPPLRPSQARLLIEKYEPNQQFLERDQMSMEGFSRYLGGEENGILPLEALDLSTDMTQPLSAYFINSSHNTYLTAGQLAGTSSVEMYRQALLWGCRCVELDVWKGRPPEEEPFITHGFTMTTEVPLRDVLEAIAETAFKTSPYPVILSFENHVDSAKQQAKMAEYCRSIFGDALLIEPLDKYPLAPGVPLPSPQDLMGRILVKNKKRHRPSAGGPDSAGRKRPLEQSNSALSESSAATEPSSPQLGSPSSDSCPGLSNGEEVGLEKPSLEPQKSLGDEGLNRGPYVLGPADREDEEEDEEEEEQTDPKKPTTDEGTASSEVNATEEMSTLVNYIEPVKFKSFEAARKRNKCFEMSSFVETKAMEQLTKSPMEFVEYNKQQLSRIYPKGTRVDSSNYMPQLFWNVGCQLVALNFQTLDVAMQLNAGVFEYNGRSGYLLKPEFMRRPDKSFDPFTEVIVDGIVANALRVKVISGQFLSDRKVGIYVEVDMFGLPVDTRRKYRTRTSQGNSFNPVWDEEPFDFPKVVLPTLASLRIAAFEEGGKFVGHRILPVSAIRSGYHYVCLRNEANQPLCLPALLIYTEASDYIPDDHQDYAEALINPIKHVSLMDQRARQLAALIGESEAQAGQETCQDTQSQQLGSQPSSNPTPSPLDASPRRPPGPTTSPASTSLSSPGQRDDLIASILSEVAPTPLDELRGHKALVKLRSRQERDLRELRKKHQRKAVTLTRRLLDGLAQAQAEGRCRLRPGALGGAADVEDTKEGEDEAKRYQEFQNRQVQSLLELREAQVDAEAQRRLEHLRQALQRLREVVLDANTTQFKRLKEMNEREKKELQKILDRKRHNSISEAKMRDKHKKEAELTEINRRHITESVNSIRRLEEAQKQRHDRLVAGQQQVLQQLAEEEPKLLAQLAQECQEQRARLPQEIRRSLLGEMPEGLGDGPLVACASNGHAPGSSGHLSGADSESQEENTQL
PLCg1 inh: PLC-gamma1 enzyme inhibitors, primary screen, biochemical, fluorescence, purified enzyme. fluorogenic substrate. 0.84% of 370,000 active. AID 720700, 2013. inhibition, % at 12.2 µM; in the data active = inhibition above about 9.5%
NR1D1 modulator: modulators of Rev-erb alpha DNA binding, primary screen, biochemical, FITC-DNA, fluorescence polarization, uHTS | Nuclear receptor subfamily 1 group D member 1 (Homo sapiens), P20393 | Rev-erbα–FITC-DNA binding, 90 min | activity, % at 10 µM | 0.79% of 370,000 active;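 active = activity above about 14%, limit read from the data; passing the limit was not always enough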;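 note: 0% = DMSO wells with 35 nM protein and 100% = DMSO wells with 750 nM protein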
hcDAF12 agonist: H. contortus DAF-12 nuclear receptor activators, primary screen, cell-based, luminescence, HEK293, lit1-tk-luc reporter; activation, % at 6.8 µM; 1.4% of 370,000 active; AID 652067, 2013; HEK293 hcDAF-12 lit1-tk-luc reporter; 0% DMSO, 100% Δ7-dafachronic acid;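 active = activation above the mean of all tested compounds plus 3 SD, cut at about 5.5% in these data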;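 note: 100% = response to 3 µM Δ7-dafachronic acid high control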
ssDAF12 agonist: S. stercoralis DAF-12 nuclear receptor activators, primary screen, cell-based, luminescence, HEK293, GRIP1 co-expression, lit1-tk-luc; 1% of 370,000 active; HEK293 ssDAF-12/GRIP1 lit1-tk-luc reporter; % of 3 µM dafachronic acid response; Nuclear hormone receptor DAF-12 (Strongyloides stercoralis); AID 652126, 2013; activation, % at 6.8 µM;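 active = activation above the mean over all tested compounds plus 3 SD, cut at about 0.9% in these data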;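 note: 0% = DMSO-only wells and 100% = 3 µM delta7-dafachronic acid wells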
* marks the source's active call; other numbers are inactive results; i = inactive; x = no result given.

SMILES | hgDAF-12 ag | DAX1 inh-1 | MBD2 inh | ADAM17 inh | DAX1 inh-2 | SMARCA2 act | PLCb3 inh | PLCg1 inh | NR1D1 modulator | hcDAF12 agonist | ssDAF12 agonist
COC(=O)c1cn(-c2ccccc2)c(C)c1C(=O)OC | 0.8 | 1.9 | -1 | 7 | -0.3 | -6 | 12* | 7 | 3 | -0.4 | -0.6
N#CCCN(/N=C/c1cccnc1)C1=NS(=O)(=O)c2ccccc21 | 0.5 | -1.1 | 1 | 1 | -0.6 | 0 | -2 | 3 | 3 | 1.5 | -1.6
Cc1cccc(C(=O)NC2CCN(CC(=O)NCc3cccs3)CC2)c1 | 1.4 | 1.3 | -6 | -1 | -1.3 | 1 | -4 | -3 | 2 | -0.5 | -1.0
CC(C)N(CC(N)=O)C(=O)Cc1coc2cc3c(cc12)CCC3 | -0.1 | 0.1 | 1 | -3 | 0.1 | -4 | -2 | -3 | 2 | 0.0 | -1.6
O=C(Nc1ccccc1N1CCCCC1)c1ccc(Cl)cc1 | -1.0 | 0.5 | 0 | -3 | 0.0 | -2 | -3 | -2 | -4 | -1.0 | -0.9
O=C(NC1CCSc2ccccc21)c1cccc(OC(F)F)c1 (stereo unspecified) | -2.5 | -1.3 | 2 | 1 | -0.2 | 1 | -4 | 0 | 3 | 1.1 | -0.7
O=C(O)c1ccc(Oc2cc(Oc3ccc(C(=O)O)cc3)cc([N+](=O)[O-])c2)cc1 | 0.3 | -0.1 | 4 | -2 | -0.3 | -3 | -11 | -2 | 3 | 3.0 | -0.6
NC(=O)N/N=C/c1ccc(-c2ccc([N+](=O)[O-])cc2)o1 | 1.4 | 4.0 | 0 | -2 | -0.4 | -4 | -116 | -70 | -5 | -1.4 | -0.9
NC(=O)C1CCN(C(=O)c2ccc3ccccc3c2)CC1 | 1.1 | 0.5 | 2 | -1 | -0.3 | 1 | -5 | 1 | 3 | -0.4 | -0.8
O=C1CCC(=O)N1c1nc2n(n1)C(c1ccccc1)C=C(c1ccc(Br)cc1)N2 (stereo unspecified) | 3.1 | 0.6 | -2 | -14 | -0.3 | -1 | i | -345 | 10 | 0.6 | -1.5
CCOC(=O)c1ccccc1NS(=O)(=O)c1ccccc1 | 2.6 | -0.9 | -2 | 0 | -0.3 | -1 | -3 | 0 | 1 | -1.5 | -0.9
Cc1ccc(S(=O)(=O)N2CCCCC2)cc1C(=O)N(C)CC(=O)Nc1ccc(Cl)c(C(F)(F)F)c1 | -0.5 | 0.0 | -1 | -1 | -0.1 | 0 | -8 | 0 | 9 | 0.9 | -0.2

Arranged by count of non-hydrogen atoms (rising): some entries from above.
SMILES | hgDAF-12 ag | DAX1 inh-1 | MBD2 inh | ADAM17 inh | DAX1 inh-2 | SMARCA2 act | PLCb3 inh | PLCg1 inh | NR1D1 modulator | hcDAF12 agonist | ssDAF12 agonist
NC(=O)N/N=C/c1ccc(-c2ccc([N+](=O)[O-])cc2)o1 | 1.4 | 4.0 | 0 | -2 | -0.4 | -4 | -116 | -70 | -5 | -1.4 | -0.9
CCOC(=O)c1ccccc1NS(=O)(=O)c1ccccc1 | 2.6 | -0.9 | -2 | 0 | -0.3 | -1 | -3 | 0 | 1 | -1.5 | -0.9
N#CCCN(/N=C/c1cccnc1)C1=NS(=O)(=O)c2ccccc21 | 0.5 | -1.1 | 1 | 1 | -0.6 | 0 | -2 | 3 | 3 | 1.5 | -1.6
Cc1cccc(C(=O)NC2CCN(CC(=O)NCc3cccs3)CC2)c1 | 1.4 | 1.3 | -6 | -1 | -1.3 | 1 | -4 | -3 | 2 | -0.5 | -1.0
O=C(O)c1ccc(Oc2cc(Oc3ccc(C(=O)O)cc3)cc([N+](=O)[O-])c2)cc1 | 0.3 | -0.1 | 4 | -2 | -0.3 | -3 | -11 | -2 | 3 | 3.0 | -0.6
Cc1ccc(S(=O)(=O)N2CCCCC2)cc1C(=O)N(C)CC(=O)Nc1ccc(Cl)c(C(F)(F)F)c1 | -0.5 | 0.0 | -1 | -1 | -0.1 | 0 | -8 | 0 | 9 | 0.9 | -0.2

New compounds follow
SMILES | hgDAF-12 ag | DAX1 inh-1 | MBD2 inh | ADAM17 inh | DAX1 inh-2 | SMARCA2 act | PLCb3 inh | PLCg1 inh | NR1D1 modulator | hcDAF12 agonist | ssDAF12 agonist
N/C(=N\OC(=O)/C=C/c1ccccc1)c1ccc(Br)cc1 | 3.4 | 0.6 | -3 | -2 | 0.1 | 1 | 0 | -2 | 1 | -1.0 | -1.2
COc1ccc(OC)c(NC(=O)Nc2nc(C(N)C(C)C)cs2)c1 (stereo unspecified) | 0.8 | x | 4 | -5 | 0.9 | -3 | 1 | -1 | -4 | -1.2 | -0.9
CCOC(=O)CCSc1nc(C)c2cc(C)ccc2n1 | 6.4 | 0.9 | -2 | -14 | 1.0 | 3 | -1 | -1 | 3 | 0.7 | -0.7
CN(CC(=O)NCc1ccc(F)cc1)S(=O)(=O)c1ccc(Br)s1 | 1.4 | -2.1 | -2 | 1 | -0.5 | -1 | -8 | 1 | 0 | -1.3 | -1.3
CC1(C(=O)NS(=O)(=O)c2ccccc2OC(F)(F)F)CCN1C(=O)c1ccccc1 (stereo unspecified) | 6.3 | x | 0 | -2 | -0.3 | -4 | -1 | -2 | -3 | 1.2 | -1.2
COCc1[nH]nc2c1C(c1c(F)cccc1Cl)C(C#N)=C(N)O2 (stereo unspecified) | 0.5 | 0.2 | 10 | -2 | -0.2 | 0 | 5 | 1 | 1 | -0.5 | -1.6
COC(=O)CCN1CCC2CC1c1cc(-c3cccc(C)c3)ccc12 (stereo unspecified) | -0.5 | -0.1 | 0 | 1 | 0.1 | 1 | 0 | 0 | 1 | -0.7 | -0.9
CS(=O)(=O)c1ccc(Cl)c(NC(=O)COC(=O)c2ccc(-n3cnnn3)cc2)c1 | -0.9 | -0.4 | -2 | 2 | -0.8 | 0 | -5 | -1 | -1 | 0.8 | 0.2
Cn1c(SCc2n[nH]c(=S)o2)nnc1-c1ccccc1 | 0.8 | -0.1 | 0 | -1 | 0.3 | -3 | 2 | 1 | 0 | 0.6 | -1.0
Cc1ccccc1CN(CC1CCC(C(=O)O)CC1)C(=S)Nc1ccccc1F (stereo unspecified) | -3.0 | 1.2 | 4 | 0 | -0.8 | -5 | 2 | 2 | 7 | 1.9 | -0.6
CCc1ccc(CCNC(=O)OC2CCC23CCC(c2ccccc2)CC3)cc1 (stereo unspecified) | 2.1 | x | -5 | -2 | -0.8 | -1 | 0 | -1 | 0 | -1.3 | -0.5
Cc1cc(C)c(S(=O)(=O)/N=C2\C=C(Nc3ccc(C(=O)O)cc3)C(=O)c3ccccc32)c(C)c1 | -8.5 | -2.0 | -3 | 0 | -2.1 | -9 | -4 | 4 | 3 | -2.6 | -0.7
Cn1c(=O)n(Cc2ccc(Cl)cc2)c(=O)c2c1nc1n2CCN1Cc1ccco1 | -2.1 | -0.3 | 7 | -5 | -0.5 | -4 | -1 | 11* | -1 | -1.0 | -1.1
COC(=O)CC1C(=O)NCCN1C(=O)Nc1cccc(Cl)c1 (stereo unspecified) | -0.4 | 0.5 | -1 | -4 | -0.1 | -2 | -4 | 1 | 3 | -1.6 | -0.1
CCOC(=O)c1cccnc1SCC(=O)NCc1ccccc1 | 0.9 | -0.7 | -2 | 0 | -0.5 | 1 | 0 | 1 | 0 | -2.7 | -2.0
CC(=O)N1c2ccc(S(=O)(=O)N3CCCC(C(=O)NCc4ccccc4)C3)cc2CC1C (stereo unspecified) | -4.4 | -0.5 | 2 | 2 | -1.5 | 0 | 4 | 3 | -2 | -1.7 | -1.5
FC(F)(F)C1=CC(c2ccccc2)=NCCN1 | -0.3 | -0.2 | -11 | 3 | 0.0 | -1 | 3 | 3 | 2 | 0.1 | -1.1
CCN1CCN(C(=O)C2CCN(Cc3cc(Cl)ccc3O)CC2)CC1 | -1.7 | -0.2 | 6 | -6 | 0.2 | -1 | 0 | 3 | x | 2.0 | -1.0
CCS(=O)(=O)c1ccc2oc(SCC(=O)N3c4ccccc4CC3C)nc2c1 (stereo unspecified) | -2.3 | 0.2 | -2 | -3 | -0.6 | 0 | 5 | 5 | -8 | -1.1 | -1.6
Cc1cccc(C)c1NC(=S)N1CCCN(C)CC1 | -0.2 | 0.8 | 6 | -5 | -0.1 | -1 | -4 | 2 | -2 | -1.6 | -1.8
COc1ccc2oc(C(=O)OCC(=O)Nc3cc(S(=O)(=O)N4CCOCC4)ccc3OC)c(C)c2c1 | 0.3 | 0.7 | 2 | -5 | 0.6 | 0 | -16 | -14 | 0 | -0.4 | -0.9
CCOC(=O)c1csc(-c2csc(CCNC(=O)c3ccccc3)n2)n1 | 0.5 | -0.4 | 0 | 1 | -0.5 | 0 | 5 | -2 | -5 | -0.1 | -0.2
O=C(COc1ccc(Br)cc1F)NCC1(N2CCCCC2)CCCCC1 | 0.8 | 1.0 | 3 | -6 | 0.1 | -3 | 1 | 5 | 2 | -1.2 | -1.4
COc1cc(OC)cc(-c2nnc(N(C)C(=O)c3ccncc3)s2)c1 | 1.6 | -1.1 | 5 | -8 | -1.3 | -1 | -8 | -3 | 2 | -2.0 | -1.4
COc1ccc(/C=N\NC(=O)c2ccccc2F)cc1COc1ccc(F)cc1F | 0.1 | -0.4 | 0 | 5 | -1.2 | 3 | -7 | 5 | 3 | -1.9 | -1.2
CCCNC(=O)C(Cc1ccc(Cl)cc1)NC(=O)c1ccc(C#N)cc1 (stereo unspecified) | -1.1 | -0.9 | 1 | 1 | -0.3 | 1 | 3 | 1 | 6 | -0.9 | -1.1
COc1cc(/C=N/NC(=O)c2cc(C3CC3)[nH]n2)cc(OC)c1OC | 2.2 | 0.0 | 0 | -8 | -0.3 | -3 | -38 | -18 | 1 | 0.4 | -1.2
CC1(c2nnc(-c3ccccc3)o2)CC(c2ccccc2)=NO1 (stereo unspecified) | 1.0 | 0.2 | -4 | 0 | -0.3 | 0 | 0 | -2 | -1 | 0.7 | -1.3
Cc1ccc(C(=O)CCC(=O)NN2C(=O)NC3(CCCCC3)C2=O)cc1 | 0.2 | 1.4 | 1 | 0 | 0.6 | 4 | -9 | 0 | -6 | -0.2 | -0.3
O=c1c2c(C(F)(F)F)cc(C(F)(F)F)nc2[nH]n1-c1ccccc1 | 0.9 | 1.0 | -9 | -1 | 0.7 | -2 | 3 | 3 | 3 | -1.3 | -1.0
Nc1cccc(S(=O)(=O)c2ccc(N)c(N)c2)c1 | 1.5 | 1.0 | -2 | -2 | 0.2 | -5 | -6 | -9 | 3 | -1.2 | -1.3
